Screening data (PubChem BioAssay)
TEAD-YAP inh: TEAD-YAP interaction inhibition. HEK-TIYL cells, TEAD-Gal4/YAP UAS-luciferase luminescence. inhibition, % at 9.12 µM. AID 1259422. 640,000 tested, 1.4% active; in the data active means inhibition above about 32%;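 further: 0% = median of test compound wells and 100% = reference inhibitor wells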
MITF inh: blocks human microphthalmia-associated transcription factor; AlphaScreen MITF homodimerization, bead proximity signal; inhibition, % at 2.6 µM; 650,000 tested, 0.91% active; AID 1259374; in the data active means inhibition above about 50%;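 further: 0% = vehicle wells with protein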
Target sequence (O75030 whole entry, looked up): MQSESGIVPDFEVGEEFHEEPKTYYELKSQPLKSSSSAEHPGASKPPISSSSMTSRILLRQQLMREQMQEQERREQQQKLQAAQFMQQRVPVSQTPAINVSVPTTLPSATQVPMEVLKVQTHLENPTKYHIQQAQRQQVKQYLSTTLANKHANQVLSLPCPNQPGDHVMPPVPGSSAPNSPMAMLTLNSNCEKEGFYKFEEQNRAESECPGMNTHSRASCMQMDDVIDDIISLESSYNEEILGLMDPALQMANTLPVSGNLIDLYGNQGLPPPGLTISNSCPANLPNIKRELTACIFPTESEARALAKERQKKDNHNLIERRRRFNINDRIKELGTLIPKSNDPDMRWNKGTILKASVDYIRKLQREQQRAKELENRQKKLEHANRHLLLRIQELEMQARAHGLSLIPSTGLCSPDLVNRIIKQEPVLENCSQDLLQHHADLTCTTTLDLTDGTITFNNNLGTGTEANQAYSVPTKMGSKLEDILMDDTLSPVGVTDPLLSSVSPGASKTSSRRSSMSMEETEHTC
GPR151 activ: activators of human GPR151; PathHunter beta-arrestin GPR151 cells, luminescence; activation, % at 11.2 µM; 650,000 tested, 1% active; in the data active means activation above about 4.9%;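 further: 0% = median of compound wells and 100% = cells with positive control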
Target sequence (Q8TDV0 whole entry, looked up): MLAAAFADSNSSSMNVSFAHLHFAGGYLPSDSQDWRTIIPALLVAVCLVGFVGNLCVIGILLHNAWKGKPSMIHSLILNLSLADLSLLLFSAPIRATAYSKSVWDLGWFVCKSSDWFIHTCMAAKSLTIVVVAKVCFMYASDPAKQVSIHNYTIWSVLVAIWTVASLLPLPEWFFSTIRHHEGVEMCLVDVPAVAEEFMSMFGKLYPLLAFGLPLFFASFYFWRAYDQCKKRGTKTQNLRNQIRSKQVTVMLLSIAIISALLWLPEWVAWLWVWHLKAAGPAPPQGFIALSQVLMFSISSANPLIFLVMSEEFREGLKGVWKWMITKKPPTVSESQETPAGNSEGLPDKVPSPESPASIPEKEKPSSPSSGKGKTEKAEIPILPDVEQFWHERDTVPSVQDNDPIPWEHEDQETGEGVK
FBW7 activator: activators of human E3 ligase FBW7 | Q969H0 | normalized activity (activation), % at 26.1 µM | AlphaScreen FBW7–phospho-cyclin E peptide binding, activator screen | AID 1259310 | 650,000 tested, 0.13% active; in the data active means normalized activity above about 1.9%;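 further: purified mutant Fbw7 with reduced substrate affinity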
The depositor's hits bear a star; & = joins results of further samples.

SMILES	TEAD-YAP inh	MITF inh	GPR151 activ	FBW7 activator
COc1ccc2oc(=N)c(-c3nc4ccccc4s3)cc2c1	-19.4	-0.6	-0.5	-0.1
CCCCC(=O)Nc1nnc(CC(=O)OCC)s1	1.4	4.4	-0.1	0.1
CC(C)CNC(=O)COC(=O)CN1C(=O)C2CCCCC2C1=O (stereo not given)	0.7	0.3	1.1	0.1
COc1cc(C(=O)NNC(=O)c2ccco2)cc(OC)c1OC	-5.7	18.7	-0.3	0.0
O=C(NCC1CCCO1)C(=O)Nc1ccc(Br)cc1 (stereo not given)	-40.2	-7.3	0.2	0.2
N#CC1=C(N)Oc2cc(O)ccc2C1c1ccc(Cl)cc1Cl (stereo not given)	8.1	-2.9	-0.7	-0.2
CC(O)CNc1cc(N2CCOCC2)ccc1[N+](=O)[O-] (stereo not given)	-5.2	1.1	0.9	-0.2
CC(=O)N1N=C(c2cccs2)CC1c1c(F)cccc1Cl (stereo not given)	1.4	7.0	1.8	0.1
CCc1c(C)nc2n(c1=O)C(CS(=O)(=O)c1ccc(C)cc1)CS2 (stereo not given)	1.0	5.7	1.3	-0.1
Cc1cccc(C)c1-n1nnnc1C(NCCc1c(C)[nH]c2ccccc12)c1ccc(Cl)cc1Cl (stereo not given)	-13.3	-6.8	-1.3	0.1
CCOC(=O)c1nnn(-c2nonc2-n2cccc2)c1-c1ccc([N+](=O)[O-])cc1	4.8	16.4	1.6	-0.1
CCn1cc(CN2CCCC(C(=O)Nc3ccc(-c4cscn4)cc3)C2)c(C)n1 (stereo not given)	5.5	5.3	-0.3	0.0

The closing three entries of the part above are carried over, then new ones follow.
SMILES	TEAD-YAP inh	MITF inh	GPR151 activ	FBW7 activator
Cc1cccc(C)c1-n1nnnc1C(NCCc1c(C)[nH]c2ccccc12)c1ccc(Cl)cc1Cl (stereo not given)	-13.3	-6.8	-1.3	0.1
CCOC(=O)c1nnn(-c2nonc2-n2cccc2)c1-c1ccc([N+](=O)[O-])cc1	4.8	16.4	1.6	-0.1
CCn1cc(CN2CCCC(C(=O)Nc3ccc(-c4cscn4)cc3)C2)c(C)n1 (stereo not given)	5.5	5.3	-0.3	0.0
CCOC(=O)Cn1c(=O)oc2cc(S(=O)(=O)N(C)Cc3ccco3)ccc21	1.3	-1.1	0.7	-0.1
O=C1C2=C(c3cc(O)ccc3O)CCCN2C(=O)CN1Cc1ccccc1	7.2	17.7	0.1	0.0
Cc1ccc2[nH]c3nc(SCC4CCCO4)nnc3c2c1 (stereo not given)	-8.5	24.2	-0.4	-0.1
OCC1CCCN1c1nc2ncnc(NCCc3ccc(O)cc3)c2[nH]1 (stereo not given)	1.6	2.2	-0.2	0.3
CC(C)CC(NC=C1C(=O)OC(C)(C)OC1=O)C(=O)O (stereo not given)	-21.1	-1.8	1.3	0.1
CC(=O)Nc1cccc(-c2cnc(Nc3ccc(C)cc3)c3nccn23)c1	-82.1	-5.6	1.7	0.1
O=C(CSc1nnnn1-c1ccccc1)NNC(=O)c1ccc(O)cc1O	9.3	7.7	-0.8	0.2
CC(=O)c1c(C)n(-c2ccc(C)cc2C)c2ccc(O)cc12	2.5	6.5	-0.9	0.1
Cc1cccn2cc(-c3ccc(Cl)cc3)nc12	-21.7	8.1	-6.8	0.1
CC1CCCC(NC(=O)COC(=O)c2ccc[nH]c2=O)C1C (stereo not given)	5.3	11.4	0.5	-0.1
Cc1ccc2cc(CCNC(=O)Cc3cccs3)c(=O)[nH]c2c1	4.3	7.6	0.5	0.0
N#Cc1cc2cc3c(cc2nc1SCC(=O)Nc1c[nH]c(=O)[nH]c1=O)OCCO3	10.4	8.5	-1.8	1.2

Among those listed so far, these contain an aryl thioether with sulfur outside any ring:
SMILES	TEAD-YAP inh	MITF inh	GPR151 activ	FBW7 activator
Cc1ccc2[nH]c3nc(SCC4CCCO4)nnc3c2c1 (stereo not given)	-8.5	24.2	-0.4	-0.1
O=C(CSc1nnnn1-c1ccccc1)NNC(=O)c1ccc(O)cc1O	9.3	7.7	-0.8	0.2
N#Cc1cc2cc3c(cc2nc1SCC(=O)Nc1c[nH]c(=O)[nH]c1=O)OCCO3	10.4	8.5	-1.8	1.2

Next part.
SMILES	TEAD-YAP inh	MITF inh	GPR151 activ	FBW7 activator
CCOc1ccc(C2/C(=C(/O)c3ccc(Br)cc3)C(=O)C(=O)N2CCCn2ccnc2)cc1 (stereo not given)	-12.5	-0.4	-0.7	0.5
Cc1cccc(-n2nc3c(c2NC(=O)c2cccc(Cl)c2)CSC3)c1C	4.8	-6.9	0.6	0.1
COc1ccc(S(=O)(=O)NCCC(=O)NCc2ccc(F)cc2)cc1	0.2	-0.6	-0.4	-0.2
Cc1[nH]c2ccc(-c3nnc(SCC(=O)Nc4ccc(F)cc4)o3)cc2c1C	-28.3	12.4	-0.6	-0.3
COC(=O)C1=C(C)NC2=C(C(=O)CCC2)C1c1cc(OC)c(OC)c(OC)c1 (stereo not given)	8.3	15.7	-0.4	0.0
COc1ccc(CCNC(=O)CCCCCn2c(SCc3cccc(C)c3)nc3ccsc3c2=O)cc1OC	-7.8	5.2	-0.5	0.6
CCCC(=O)Nc1ccccc1NC(=O)c1ccc(Br)cc1	5.0	0.1	-1.6	0.2
CCOC(=O)c1sc2ncn(CC(=O)N(c3ccccc3)C(C)C)c(=O)c2c1C	4.1	-2.7	-0.1	0.0
COC(=O)C1=C(C)N(C)C(C)=C(C(=O)OC)C1c1ccccc1Cl	-2.6	-6.8	-2.0	0.5
COc1ccc2c(c1)C[C@H](C(=O)Nc1ccc(-c3cn[nH]c3)cc1OC1CCN(C)CC1)NC2	1.1	-4.5	0.3	0.9
Cc1cccc(N2CCN(CCNC(=O)CC3Oc4ccccc4NC3=O)CC2)c1C (stereo not given)	19.9	12.0	0.7	0.2
O=C(c1cccc([N+](=O)[O-])c1)N1CCN(c2ccc(Cl)cc2)CC1	-2.2	1.6	-1.0	-0.2
CCCCN(CC)c1nc(-c2ccc(C)cc2)nc2ccccc12	-15.6	4.7	-0.6	0.2
CC1=C(C(=O)Nc2ccc(Cl)cc2C(=O)NC2CCCCCC2)SCCO1	-7.8	-3.5	0.1	0.0
CN(c1ccc(F)cc1)S(=O)(=O)c1ccc2[nH]cc(C(=O)N3CCCCCC3)c(=O)c2c1	2.3	5.8	-0.5	-0.1
Cc1c(/C=C2/N=C(c3ccc(Br)cc3)OC2=O)cc(C#N)n1C	5.7	13.2	-1.3	-0.1
COc1cccc(/C(C)=N/NC(=O)CSc2ncccn2)c1	-7.4	-3.0	0.0	-0.1
CCOC(=O)c1ccc(S(=O)(=O)NNC(=S)Nc2ccccc2)cc1	-7.6	-3.4	-0.9	-0.2
CCOC(=O)c1c(N2C(=O)C3C4C=CC(C4)C3C2=O)sc2c1CCC(C)C2 (stereo not given)	12.1	-1.8	7.3*	-0.3
Cc1ccc(CNC(=O)CC2C(=O)NCCN2Cc2c(F)cccc2Cl)s1 (stereo not given)	-4.8	9.6	-1.1	0.0
CSc1ccccc1NC(=O)CNC(=O)c1c[nH]c2ccccc12	1.5	5.6	0.1	0.1
COCCCNC(=O)/C(C#N)=C/c1cc(C)n(-c2sc3c(c2C#N)CCCC3)c1C	58.7*	-7.3	0.2	-0.3
O=c1c2ccc([N+](=O)[O-])cc2sn1Cc1ccccc1	-55.8	-13.1	-7.8	0.1
O=C(CN1C(=O)N(c2cc(F)ccc2F)S(=O)(=O)c2ccccc21)N1CCCCCC1	2.0	-4.4	1.2	-0.1
O=C(Nc1cc([N+](=O)[O-])ccc1O)c1ccc([N+](=O)[O-])cc1	-61.0	5.7	-4.2	-0.3
O=C(Cc1c(C(=O)O)[nH]c2ccc(Cl)cc12)Nc1cccnc1	7.9	9.9	-1.0	-0.2
COc1ccc(-c2cncc(-c3cc(Nc4ncccn4)nc(C)n3)c2)cc1	-1.1	2.7	6.9*	-0.2
Cc1ccc2c(C)nc(N=C(N)N)nc2c1	14.4	7.7	-1.3	0.4
C=CCn1c(C)cn2c3c(=O)n(Cc4cc(C)ccc4C)c(=O)n(C)c3nc12	5.6	7.9	-0.1	-0.1
Cn1c(CN2CCOCC2)nc(=O)c2ccccc21	-1.6	53.3*	0.1	0.0
O=C1OC(c2cc(Cl)ccc2Cl)=N/C1=C\c1ccccc1	-4.6	7.2	-1.3	0.0
O=C(Nc1cccc([N+](=O)[O-])c1)c1cnccn1	-7.3	14.1	-0.5	-0.2
O=C(Nc1ccccc1C(F)(F)F)c1cc(S(=O)(=O)N2CCN(c3ccccc3)CC2)ccc1F	11.6	13.4	-0.6	0.2
COc1ccc(CCNC(=O)C2Cc3ccccc3CN2S(=O)(=O)c2ccc(F)cc2)cc1OC (stereo not given)	6.7	-14.3	0.7	-0.2
Oc1c(/C=N/N2CCOCC2)cc2c3c1CCCN3CCC2	-10.7	13.0	-0.8	-0.1
COc1ccc(N2CCN(C(=O)Cn3ncc4c(=O)oc5ccccc5c43)CC2)cc1	4.8	-3.1	0.1	0.0
COc1cc(C2C(C#N)=C(N)Oc3n[nH]c(-c4ccc(C)cc4)c32)cc(OC)c1OC(=O)N1CCOCC1 (stereo not given)	-5.4	13.9	-0.4	-0.3
CC(C)CCNC(=O)CCNC(=O)c1ccc2c(c1)OCO2	0.0	-12.5	1.8	0.1
S=C(c1ccc(-c2ccc(Cl)cc2)o1)N1CCOCC1	-52.8	17.9	1.7	-0.1
CCc1ccccc1NC(=O)CSc1nc2ccccc2n1CC(=O)N1CCCC1	3.9	6.7	0.3	0.3
CCOC(=O)Cn1c(=O)n(-c2ccc(F)cc2)c(=O)c2oc3ccccc3c21	-9.3	1.9	0.4	0.0
Cc1ccc(N2CCN(c3nc(-c4ccccc4)c4cc(C)ccc4n3)CC2)c(C)c1	4.5	17.9	-1.8	0.1
O=C(O)CCC(=O)N1CCC(Cc2ccccc2)CC1	-11.4	-0.1	3.0	-0.1
CC(C)(C)CN1CCN(Cc2cccc3cccnc23)CC1CCO (stereo not given)	9.2	4.4	3.0	0.1
CNC(=O)c1ccccc1Nc1nc(Nc2ccc(-n3cnc(-c4ccc(C)nc4)n3)cc2)ncc1Cl	8.5	-0.6	-0.5	-0.2
CCn1cnc2cc(NCc3cccc(OC)c3OC)ccc21	-33.8	10.0	2.8	0.0
O=C1NC(=Nc2ccc(O)cc2)S/C1=C\c1ccc(C(=O)O)cc1	-1.7	11.1	3.4	-0.1
COc1ccc(-c2ccc(N3CCN(c4c(Cl)cncc4Cl)CC3)nc2)cn1	10.7	4.8	1.3	-0.3
COc1ccc(C(=O)Nc2cc(C(=O)N3CC(C)CC(C)C3)ccc2N2CC3CC(C2)c2cccc(=O)n2C3)cc1 (stereo not given)	-36.7	7.7	-0.4	0.0
CC(C)Cc1ccc(C#N)c(SCC(=O)O)n1	5.8	17.0	0.7	0.6
CCc1ccc(N2C(=O)NC3CC2(C)Oc2c(OC)cccc23)cc1 (stereo not given)	15.6	4.4	-0.5	0.1
CCCCN(C)C(=O)CC(NS(=O)(=O)c1ccc(C)cc1)c1ccc(OC)cc1 (stereo not given)	4.7	0.2	-0.2	0.3
CCC(C)(C#CCN1CCCCC1)OCCC#N (stereo not given)	-1.9	-7.3	0.8	-0.1
O=C(O)C1CC(=O)N(Cc2ccccc2)C(=Nc2ccc(F)cc2)S1 (stereo not given)	0.1&-8.7	-8.0&10.2	0.1&0.0	0.0&0.0
Cc1cccc(NC(=O)C(C)N2C(=O)c3ccccc3S2(=O)=O)c1C (stereo not given)	1.0	-2.3	0.6	-0.4
CN1C(=O)/C(=C/c2ccc(-c3ccc(C(=O)O)cc3)o2)SC1=S	-1.6	0.2	1.3	0.0
O=c1/c(=C/c2ccccc2Cl)sc2ncnn12	2.7	4.8	0.5	-0.1
CC(C)CC(=O)Nc1nnc(S(=O)(=O)N2CCCC2)s1	0.3	9.3	-0.4	-0.1
O=c1cc(N2CCCC2)c2ccccc2o1	8.9	-17.6	0.9	-0.2
Cc1ccc(CNC(=O)Cc2ccccc2)cc1	-15.4	-6.2	-3.7	0.2
Remaining list, next part:
SMILES	TEAD-YAP inh	MITF inh	GPR151 activ	FBW7 activator
Cc1cccc(C)c1NC(=O)c1ccccc1C(=O)O	6.1&7.0	13.4&5.1	2.0&-1.1	1.0&-0.2
COc1ccc(NC(=O)C2CCCNC2=O)cc1 (stereo not given)	-5.9	3.8	-1.3	-0.1
COc1ccccc1C(=O)Nc1ccccc1CO	2.2	25.6	-0.9	0.2
COC(=O)Cn1ncc2c3ccccc3n(Cc3ccccc3F)c2c1=O	-12.2	7.6	-0.1	-0.3
CN(C)c1cccc(Nc2cc(Nc3ccc(N4CCOCC4)cc3)ncn2)c1	-8.5	0.8	5.2*	-0.2
CCOC(=O)Cc1ccc(N(Cc2ccc(Cl)cc2)S(=O)(=O)c2cc(C(=O)Nc3ccccc3OCC)ccc2F)cc1	2.8	-5.3	-0.4	-0.1
CS(=O)(=O)N(CCc1ccccc1)CC(=O)NCCC1=CCCCC1	7.9	0.5	2.0	-0.2
CN(c1ccc2cccc(O)c2n1)c1ccc2cccc(O)c2n1	22.9	29.8	-0.8	-1.1
O=c1oc2cc(Br)ccc2n1CSC1=NCCS1	-11.5	-10.1	-1.9	-0.1
Cc1nn(C)c(C)c1-c1nc2ccc(C(=O)Nc3ccc(Oc4ccccc4)cc3)cc2s1	-1.4	5.8	1.0	0.0
CC(C)n1cnc2c(NCCOc3ccccc3)nc(-c3csc4ccccc34)nc21	-2.6	3.9	-0.2	0.0
Cc1ccc(Cl)c(NC(=O)CSc2cccc[n+]2[O-])c1Cl	-1.5	-0.5	0.7	0.0
O=S(=O)(c1ccccc1)N1N=C(c2cccnc2)CC1c1ccccc1O (stereo not given)	11.8	4.4	-0.2	-0.8
CS(=O)(=O)NCc1nnc(SCC(=O)c2ccccc2F)o1	-0.8	6.3	-0.2	0.1
OCc1cn(-c2ccccc2)nc1-c1ccccc1	-24.3	15.4	1.1	0.2
